BoNT F protease: blocks Botulinum neurotoxin F light chain protease; Multiplex microsphere protease cleavage assay, flow cytometry; inhibition, % at 10 µM; hit rate 0.22% among 360,000; in the data active = inhibition above about 35%, passing the limit was not always enough; inconclusive = no clear call, values can overlap the other calls; note: plate controls were buffer without enzyme for full effect and enzyme alone for no effect
MazF activator: activators of E. coli MazEF toxin-antitoxin RNase; P0AE70; FAM/BHQ RNA-DNA oligo cleavage fluorescence, 5 h; activation, % at 20 µM; hit rate 0.32% among 350,000; AID 504720; in the data active = activation above about 50%
Target sequence (P0AE70 whole entry, looked up): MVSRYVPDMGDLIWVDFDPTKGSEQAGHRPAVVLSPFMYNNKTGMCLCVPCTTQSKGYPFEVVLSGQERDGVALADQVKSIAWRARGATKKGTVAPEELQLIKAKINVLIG
Anthrax LF prot: blocks Bacillus anthracis lethal factor protease | P15917 | multiplex microsphere protease cleavage assay, LF | inhibition, % at 10 µM | hit rate 0.12% among 360,000 | AID 588501; note: plate controls were buffer without enzyme for full effect and enzyme alone for no effect
PrPC TRFRET: cell surface PrPC inhibition, primary TR-FRET screen; inhibition, % at 13.8 µM; AID 720596; P04156; hit rate 0.43% among 370,000; TR-FRET read-out; in the data active = inhibition above about 24%; note: 0% = median of the test wells and 100% = reference compound wells
CCHF vOTU inh: blocks the CCHF virus ovarian tumor domain protease; CCHFV vOTU protease, Pep-AMC fluorescence; hit rate 0.55% among 370,000; inhibition, % at 11.5 µM; in the data active = inhibition above about 30%; note: 0% = vehicle wells with enzyme and 100% = no enzyme wells
PriA SSB inh: inhibitors of Klebsiella pneumoniae PriA binding to SSB C-terminal tail; AlphaScreen SSBct-PriA binding, biotinylated peptide; inhibition, % at 33 µM; hit rate 0.6% among 430,000; in the data active = inhibition mostly above about 37%, no sharp cut-off; inactive = mostly below about 20%;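 note: plate controls were negative control peptide for no effect and reference peptide for full effect; strong numbers were not always called active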
Rv3671c inh: Rv3671c (M. tuberculosis) protease inhibition. P9WHR9. inhibition, % at 5.96 µM. hit rate 0.048% among 320,000; in the data active = inhibition above about 38%;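 note: extracellular domain of Rv3671c used as enzyme; 0% = enzyme with DMSO and 100% = no enzyme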
Target sequence (P9WHR9 whole entry, looked up, the tested form may be a part): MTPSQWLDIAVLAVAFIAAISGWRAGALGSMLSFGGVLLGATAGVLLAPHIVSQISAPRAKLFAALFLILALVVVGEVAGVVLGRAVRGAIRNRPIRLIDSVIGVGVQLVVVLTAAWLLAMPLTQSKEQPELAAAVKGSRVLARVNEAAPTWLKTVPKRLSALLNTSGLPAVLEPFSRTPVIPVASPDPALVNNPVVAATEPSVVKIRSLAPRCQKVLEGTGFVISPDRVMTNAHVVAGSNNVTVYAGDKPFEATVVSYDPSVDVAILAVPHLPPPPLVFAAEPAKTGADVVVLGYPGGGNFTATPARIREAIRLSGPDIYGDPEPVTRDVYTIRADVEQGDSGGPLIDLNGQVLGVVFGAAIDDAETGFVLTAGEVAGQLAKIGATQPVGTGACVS
SARS 3CLpro inh: SARS-CoV 3CLpro protease inhibition; P0C6X7; recombinant SARS-CoV 3CLpro, quenched FRET peptide cleavage; inhibition, % at 6 µM; hit rate 0.14% among 290,000; AID 1706; in the data active = inhibition above about 12%
DUSP3 inh: inhibitors of human VHR1 phosphatase (DUSP3); recombinant VHR phosphatase, pNPP absorbance; inhibition, % at 13.3 µM; hit rate 0.52% among 290,000; in the data active = inhibition above about 50%; note: some compounds called inactive have numbers as strong as hits
Target sequence (P51452 whole entry, looked up): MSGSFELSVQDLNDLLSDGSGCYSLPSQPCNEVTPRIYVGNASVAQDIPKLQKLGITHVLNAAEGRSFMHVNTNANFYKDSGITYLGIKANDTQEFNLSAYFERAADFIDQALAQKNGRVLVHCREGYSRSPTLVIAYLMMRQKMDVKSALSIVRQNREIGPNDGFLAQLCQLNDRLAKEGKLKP
BoNT-A LC inh2: inhibitors of Botulinum neurotoxin A light chain protease. inhibition, % at 10 µM. multiplex microsphere protease substrate cleavage, flow cytometry. AID 588499. hit rate 0.17% among 360,000; note: plate controls were buffer without enzyme for full effect and enzyme alone for no effect
Numbers without * were called inactive; ? = inconclusive; nt = no result given. Cut-off read from the data, not from the text of the source, unless noted: active = inhibition above about 30%; inconclusive = no clear call, values can overlap the other calls; inactive = below that.

SMILES	BoNT F protease	MazF activator	Anthrax LF prot	PrPC TRFRET	CCHF vOTU inh	PriA SSB inh	Rv3671c inh	SARS 3CLpro inh	DUSP3 inh	BoNT-A LC inh2
CCNc1nc(NCC)n2c(SCC(=O)N3CC4(C)CC3CC(C)(C)C4)nnc2n1 (configuration not stated)	5	10	0	8	5	-6	-1	-5	28	0.4
CC(C)(C)c1ccc(OCCOCCn2cnc3ccccc3c2=O)cc1	-4	-6	1	0	-1	-31	3	2	25	-0.3
Cc1onc(-c2ccccc2)c1C(=O)N/N=C/c1cc2c(cc1Br)OCO2	1	1	-1	8	-17	nt	-11	0	-14	-0.8
O=Cc1ccc(OCCN2CCCC2=O)cc1	?	6	-29	-8	5	-6	-6	-4	15	-0.8
COc1ccc(CC(=O)NCC2(N3CCCCC3)CCCCC2)cc1	0	-17	9	-8	-3	-8	-8	2	-5	-0.8
O=C(NCC1CCCO1)C1CCN(C2CCN(CCCC3CCCC3)CC2)CC1 (configuration not stated)	4	-4	0	-12	3	4	3	-2	-14	0.2
O=C(COc1ccc(Cl)cc1)NCCSCc1cccc(Cl)c1	-2	2	-6	1	7	-68	1	-1	18	-0.2
Cc1cc(OCC(=O)Nc2ccc(N3CCCC3)cc2)cc(C)c1Cl	-52	9	-8	12	21	51	3	5	-5	0.4
Cc1nc(NC(=O)/C=C/c2ccccc2)sc1C(=O)Nc1cccc(Cl)c1	0	20	0	8	-3	-1	-8	-2	-11	0.0
O=C(Nc1ccc(F)cc1)c1ccccc1NC(=O)C1CCCCC1C(=O)O (configuration not stated)	-15	3	-7	0	10	-3	nt	nt	nt	-2.3
CC1=CC(C)(C)NC(=S)N1c1cccc(Cl)c1	-4	7	-7	8	-19	-1	nt	nt	nt	0.0
COC(=O)[C@@]1(Cc2ccc(OC)cc2)[C@H]2c3cc(C(=O)N4CCCC4)n(CCc4c[nH]c5ccccc45)c3C[C@H]2CN1C(=O)c1ccccc1	-4	nt	-10	3	0	nt	nt	nt	nt	-0.8
NC(=O)Nc1ccc(C(=O)N2CCN(S(=O)(=O)Cc3ccccc3)CC2)cc1	9	-30	-9	-6	-5	0	-5	nt	nt	0.6
COc1ccc(N2C(c3ccsc3)=Cc3cc4c(cc3C2c2c[nH]c3ccccc23)OCO4)cc1 (configuration not stated)	-9	nt	-2	12	-6	nt	nt	nt	nt	1.5
CC(C)C(C)NC(=O)COc1ccc(S(=O)(=O)N2CCOCC2)cc1Cl (configuration not stated)	-4	-3	0	-3	11	-6	4	-3	-14	-1.2
C/C(CC(=O)Nc1ccc(N(C)C)cc1)=N\NC(=O)c1cnccn1	0	8	-3	-9	2	nt	1	-1	8	-0.4
COc1ccc(CCC(=O)Nc2nc(C)c(C(=O)N(C)C)s2)cc1	0	-15	-1	3	-8	-4	-11	-4	27	-3.4
O=C(CN1C(=O)NC2(CCCC2)C1=O)Nc1ccc(Cl)cc1C(F)(F)F	8	-4	0	-3	-14	-5	-1	-1	16	0.3
Cc1cc(NC(=O)CSc2nccn2-c2ccc([N+](=O)[O-])cc2)no1	-1	-2	-6	-37	-3	5	2	-1	15	-0.9
COc1ccc(NCc2nnc(SCC(=O)NCc3ccco3)n2-c2ccccc2OC)cc1	-17	2	-3	6	3	9	1	0	-9	1.8
O=C(O)c1ccccc1CSc1nnnn1-c1ccccc1	31	6	19	8	4	-5	-1	2	-20	-1.4
CCCCn1c(SCC(=O)NCc2ccco2)nc2cc(S(N)(=O)=O)ccc21	?	-5	-10	-3	11	5	1	0	0	-1.2
C[C@H](CO)N1C[C@H](C)[C@@H](CN(C)Cc2ccc(C(=O)O)cc2)Oc2ccc(NS(=O)(=O)c3cn(C)cn3)cc2C1=O	2	4	-2	3	17	-1	1	nt	nt	0.0
Cc1ccccc1Cn1c(C)c(C(=O)NCc2cccc(Cl)c2)sc1=O	-7	nt	-9	11	21	nt	nt	nt	nt	-0.5
O=C(Nc1ccc(N2CCCCC2)cc1)C(Cl)c1ccccc1 (configuration not stated)	-8	12	-3	2	0	9	0	-2	29	-1.3
COC(=O)c1cn(Cc2ccc(C(F)(F)F)cc2)cc(F)c1=O	-2	-10	-6	0	-7	-9	1	2	25	0.5
C#CCCCCCCC#CCN(C)C	14	10	1	-8	13	-4	3	0	17	1.4
CC(=O)Nc1ccc2nsnc2c1	-8	5	2	-21	-23	1	1	-3	13	-0.5
CC1Cc2ccccc2N1C(=O)COC(=O)CNC(=O)c1ccc(Br)o1 (configuration not stated)	nt	7	nt	0	4	-5	-4	-4	-30	nt
COc1cccc(C(=O)NNC(=O)CCc2ccccc2)c1	-1	-10	1	2	-14	-16	0	5	21	0.7
O=S(=O)(NCCc1csc(-c2cccnc2)n1)c1cccs1	-14	12	-1	-4	3	-3	-3	1	19	0.9
CC(C)CN(C(=O)CSc1nc(-c2ccccc2)cn1N)c1c(N)n(Cc2ccccc2)c(=O)[nH]c1=O	-1	-1	-2	2	1	1	-6	nt	nt	-0.7
Cc1nnc(NC(=O)CSc2ncnc3scc(-c4ccccc4)c23)s1	4	15	-2	-1	-2	-15	-10	-1	23	?
O=C(NNc1cccc(Cl)n1)Nc1ccccc1F	-2	0	-1	3	-12	8	5	4	12	-0.3
Cc1ccc(CNC(C)c2ccccc2)cc1 (configuration not stated)	1	-7	1	-2	-8	-7	-5	1	-8	0.4
O=C(CN1c2cccc3cccc(c23)S1(=O)=O)N1CCCCC1	-17	3	-4	-1	-13	-8	-14	nt	nt	-8.6
C/C(N)=C(/C#N)C(=O)COC(=O)CSc1ccc2ccccc2c1	-5	-12	-17	14	-5	-12	-3	0	16	-2.2
CCOc1ccc(C(=O)c2ccc([N+](=O)[O-])cc2Cl)cc1	-2	1	-3	0	-1	23	-7	3	19	-0.3
CN(C)CCCOC(=O)c1ccc(Cl)cc1	3	-4	0	-2	3	17	-2	0	3	0.8
CC(OC(=O)C(NC(=O)c1ccco1)C(C)C)C(=O)Nc1ncc(Cl)cc1Cl (configuration not stated)	-5	-2	-5	5	-2	-5	3	0	2	0.2
Cn1cccc1C(=O)NNC(=O)COc1ccc(Br)cc1	-6	30	-2	4	-9	1	2	nt	nt	-1.6
OCC(Cl)CCl (configuration not stated)	-4	2	5	-4	-6	4	5	nt	nt	-0.3
Cc1cccc(N(C)C(=O)COc2cc(=O)n(C)c3ccccc23)c1	-4	-1	-5	-6	10	5	-3	3	0	0.3
COc1ccccc1NS(=O)(=O)c1cc(NC(=O)CN2C(=O)NC3(CCCCC3)C2=O)ccc1C	-18	10	-6	-6	-3	-2	nt	nt	nt	-0.7
O=C(NCC1CCCO1)C(c1ccc(F)cc1)N(CC1CCCO1)C(=O)c1ccc(-c2ccccc2)[nH]1 (configuration not stated)	-6	5	-1	1	5	8	-1	3	16	0.1
Nc1cc(C(=O)OCC(=O)NCC2CCCO2)ccc1Cl (configuration not stated)	-11	7	2	8	0	-16	6	-1	28	-0.7
COc1cccc(-c2cc(C(=O)NC3CC3)c3ccccc3n2)c1	8	5	-1	-4	16	-9	5	1	18	3.9
CCCn1c(N)c(N(CCOC)C(=O)Cc2ccc(S(=O)(=O)N3CCOCC3)s2)c(=O)[nH]c1=O	-2	nt	2	-1	-1	2	1	nt	nt	-0.9
COc1ccc(NC(=O)c2ccccc2SC)cc1	-16	4	-1	2	-1	-5	-4	1	6	-1.7
O=C(NNC(=O)C1CCN(S(=O)(=O)c2ccc(Cl)cc2)CC1)c1ccc(S(=O)(=O)N2CCCCC2)cc1	-1	-7	-1	0	-26	-12	-11	1	1	-0.1

As a short view, some entries already given:
SMILES	BoNT F protease	MazF activator	Anthrax LF prot	PrPC TRFRET	CCHF vOTU inh	PriA SSB inh	Rv3671c inh	SARS 3CLpro inh	DUSP3 inh	BoNT-A LC inh2
Cc1ccc(CNC(C)c2ccccc2)cc1 (configuration not stated)	1	-7	1	-2	-8	-7	-5	1	-8	0.4
O=C(CN1c2cccc3cccc(c23)S1(=O)=O)N1CCCCC1	-17	3	-4	-1	-13	-8	-14	nt	nt	-8.6

Next section:
SMILES	BoNT F protease	MazF activator	Anthrax LF prot	PrPC TRFRET	CCHF vOTU inh	PriA SSB inh	Rv3671c inh	SARS 3CLpro inh	DUSP3 inh	BoNT-A LC inh2
CCC(c1nnnn1C1CCCC1)N1CCN(C/C=C/c2ccccc2)CC1 (configuration not stated)	1	nt	-4	3	2	nt	nt	nt	nt	1.2
CCCCCCn1c(=O)n2n(c1=O)C[C@]1(OC(=O)NCC3CCCCC3)CN(S(=O)(=O)c3ccc(C)cc3)C[C@]1(O)C2	0	6	-2	-5	32*	nt	nt	nt	nt	0.2
O=C(Nc1cc(Cl)ccc1Cl)N1CCCC1	1	-3	1	2	11	4	-10	1	22	0.5
Cc1ccc(C2=NN(S(C)(=O)=O)C(c3ccc4c(c3)OCO4)C2)cc1 (configuration not stated)	3	17	3	8	-1	-5	0	-6	0	2.4
CC(Oc1ccc([N+](=O)[O-])cc1Cl)C(=O)Nc1ccc(C(N)=O)cc1 (configuration not stated)	-5	1	-8	-17	4	1	-6	0	24	-0.9
FC(F)(F)c1cnc(Oc2ccc(-c3nnco3)cc2)c(Cl)c1	-8	0	2	-4	-10	-12	-9	6	-7	0.3
Clc1ccc2c(N/N=C/c3cccnc3)ccnc2c1	-3	7	-2	-23	4	nt	-9	0	22	-0.9
CC(=O)Nc1ccc(C(=O)CCl)cc1	1	3	-1	3	-3	-2	9	nt	nt	-0.3

A different layout for part of the listing above.
Below each SMILES: BoNT F protease, MazF activator, Anthrax LF prot, PrPC TRFRET, CCHF vOTU inh, PriA SSB inh, Rv3671c inh, SARS 3CLpro inh, DUSP3 inh, BoNT-A LC inh2
> COc1ccccc1NS(=O)(=O)c1cc(NC(=O)CN2C(=O)NC3(CCCCC3)C2=O)ccc1C
→ -18, 10, -6, -6, -3, -2, nt, nt, nt, -0.7
> O=C(NCC1CCCO1)C(c1ccc(F)cc1)N(CC1CCCO1)C(=O)c1ccc(-c2ccccc2)[nH]1 (configuration not stated)
→ -6, 5, -1, 1, 5, 8, -1, 3, 16, 0.1
> Nc1cc(C(=O)OCC(=O)NCC2CCCO2)ccc1Cl (configuration not stated)
→ -11, 7, 2, 8, 0, -16, 6, -1, 28, -0.7
> COc1cccc(-c2cc(C(=O)NC3CC3)c3ccccc3n2)c1
→ 8, 5, -1, -4, 16, -9, 5, 1, 18, 3.9
> CCCn1c(N)c(N(CCOC)C(=O)Cc2ccc(S(=O)(=O)N3CCOCC3)s2)c(=O)[nH]c1=O
→ -2, nt, 2, -1, -1, 2, 1, nt, nt, -0.9
> COc1ccc(NC(=O)c2ccccc2SC)cc1
→ -16, 4, -1, 2, -1, -5, -4, 1, 6, -1.7
> O=C(NNC(=O)C1CCN(S(=O)(=O)c2ccc(Cl)cc2)CC1)c1ccc(S(=O)(=O)N2CCCCC2)cc1
→ -1, -7, -1, 0, -26, -12, -11, 1, 1, -0.1
> CCC(c1nnnn1C1CCCC1)N1CCN(C/C=C/c2ccccc2)CC1 (configuration not stated)
→ 1, nt, -4, 3, 2, nt, nt, nt, nt, 1.2
> CCCCCCn1c(=O)n2n(c1=O)C[C@]1(OC(=O)NCC3CCCCC3)CN(S(=O)(=O)c3ccc(C)cc3)C[C@]1(O)C2
→ 0, 6, -2, -5, 32*, nt, nt, nt, nt, 0.2
> O=C(Nc1cc(Cl)ccc1Cl)N1CCCC1
→ 1, -3, 1, 2, 11, 4, -10, 1, 22, 0.5
> Cc1ccc(C2=NN(S(C)(=O)=O)C(c3ccc4c(c3)OCO4)C2)cc1 (configuration not stated)
→ 3, 17, 3, 8, -1, -5, 0, -6, 0, 2.4
> CC(Oc1ccc([N+](=O)[O-])cc1Cl)C(=O)Nc1ccc(C(N)=O)cc1 (configuration not stated)
→ -5, 1, -8, -17, 4, 1, -6, 0, 24, -0.9
> FC(F)(F)c1cnc(Oc2ccc(-c3nnco3)cc2)c(Cl)c1
→ -8, 0, 2, -4, -10, -12, -9, 6, -7, 0.3
> Clc1ccc2c(N/N=C/c3cccnc3)ccnc2c1
→ -3, 7, -2, -23, 4, nt, -9, 0, 22, -0.9
> CC(=O)Nc1ccc(C(=O)CCl)cc1
→ 1, 3, -1, 3, -3, -2, 9, nt, nt, -0.3

Source: PubChem (several laboratories)

This is a subset, so the mix of outcomes need not match the whole.
